Screens as filed in PubChem BioAssay.
KDM4E inh: JMJD2E (human) inhibition; 1.6% of 230,000 active; B2RXH2; Potency, µM (series often up to 57.1 µM), inactives show at the top dose activity change, negative = inhibition, most hits filed as inhibitors; JMJD2E catalytic domain, FDH-coupled NADH fluorescence (FDH is formaldehyde dehydrogenase); active = well fitted inhibition curve with a large enough effect, not every such curve was filed as active; inconclusive = small, poorly fitted or top-dose-only effect, or another doubt; inactive = no such curve, though single readings can be large or run the other way;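 also: 0% = wells with enzyme and -100% = buffer wells without enzyme; nearly all actives have a fitted effect of over 50% in size; many of its hits are not listed in these tables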
Target sequence (B2RXH2 1-337 limits assumed): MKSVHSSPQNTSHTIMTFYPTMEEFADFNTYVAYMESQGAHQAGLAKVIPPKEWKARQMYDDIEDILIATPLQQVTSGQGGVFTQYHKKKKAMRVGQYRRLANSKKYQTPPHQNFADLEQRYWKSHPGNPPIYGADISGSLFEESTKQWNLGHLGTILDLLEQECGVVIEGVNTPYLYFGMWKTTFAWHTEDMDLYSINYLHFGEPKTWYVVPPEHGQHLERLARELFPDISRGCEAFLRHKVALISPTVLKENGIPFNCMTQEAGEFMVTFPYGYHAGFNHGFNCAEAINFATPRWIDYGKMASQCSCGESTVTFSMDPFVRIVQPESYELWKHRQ
Lamin A splicing: LMNA splicing modulation; HeLa LMNA splicing GFP/RFP minigene ratio, 48 h; Potency, µM (titrated, usually from 46.1 µM), without a hit: top-dose ratio change, negative = inhibition, hits mostly inhibitors; 0.01% of 200,000 active; active = well fitted inhibition curve with a large enough effect in the signal ratio, with a control signal flat, not every such curve was filed as active; inconclusive = small, poorly fitted or top-dose-only effect, or effect the other way, or a change in a side signal; the % refers to the signal ratio; also: % is scaled to controls: 0 for no effect and ±100 for the full control effect
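S3 HeLa stable clones carrying a lamin A-EGFP splicing minigene plus DsRed2 were seeded at 600 cells/well in Opti-MEM with 2% FBS, pin-dosed and incubated 48 h at 37°C. Acumen cytometry (488 nm) gave the GFP/RFP total-intensity ratio.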
KinaseGlo FLuc: Kinase-Glo luciferase inhibition (counter-screen); Kinase-Glo luciferase, ATP luminescence, 8 min; Potency, µM (series often up to 38.3 µM), for inactives: at the top dose activity change, negative = inhibition, actives largely listed as inhibitors; 0.28% of 200,000 active; AID 1379; also: % is scaled to controls: 0 for no effect and ±100 for the full control effect; nearly all actives have a fitted effect of over 60% in size
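Recombinant Kinase-Glo luciferase, 10 uM ATP (linear range), luciferin; imidazole pH 7.2 / KCl / MgCl2 / Tween / BSA buffer; 8 min RT; luminescence.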
ALDH1A1 inh: ALDH1A1 (human) enzyme inhibition | AID 1030 | 7.3% of 220,000 active | Potency, µM (top dose mostly 75.3 µM), inactives show top-dose activity, negative = inhibition, hits mostly inhibitors | Purified ALDH1A1, NADH fluorescence, propionaldehyde substrate | P00352; active = well fitted inhibition curve with a large enough effect, not every such curve was filed as active; inconclusive = small, poorly fitted or top-dose-only effect, or another doubt; inactive = no such curve, though single readings can be large or run the other way;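 also: plate controls were no enzyme wells and a reference inhibitor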
Target sequence (P00352 whole entry, looked up): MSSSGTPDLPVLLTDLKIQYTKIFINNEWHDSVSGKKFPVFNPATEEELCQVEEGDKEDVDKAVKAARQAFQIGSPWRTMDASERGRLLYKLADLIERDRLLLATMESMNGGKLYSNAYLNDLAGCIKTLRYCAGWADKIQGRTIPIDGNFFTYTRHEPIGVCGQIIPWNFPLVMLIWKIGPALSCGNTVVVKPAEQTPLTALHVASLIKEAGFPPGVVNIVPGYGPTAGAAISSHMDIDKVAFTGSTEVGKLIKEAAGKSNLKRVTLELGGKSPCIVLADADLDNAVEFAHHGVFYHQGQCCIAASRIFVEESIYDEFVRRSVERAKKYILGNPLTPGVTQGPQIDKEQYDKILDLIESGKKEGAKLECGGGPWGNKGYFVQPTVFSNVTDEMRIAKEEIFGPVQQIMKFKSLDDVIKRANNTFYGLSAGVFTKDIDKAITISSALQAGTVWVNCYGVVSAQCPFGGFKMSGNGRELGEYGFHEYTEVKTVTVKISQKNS
RECQ1 inh: RECQ1 (human) helicase inhibition; RECQ1 DNA unwinding, red fluorescence kinetic read; Potency, µM (titrated, usually from 57.3 µM), inactives show top-dose activity, negative = inhibition, usual class: inhibitors; 0.54% of 240,000 active; P46063;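 also: plate controls were vehicle for no effect and no enzyme for full effect; nearly all actives have a fitted effect of over 30% in size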
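RECQ1T1 50 nM; forked duplex (20 bp + 30-nt ss tails) 200 nM, ATP 2 mM final; pH 8.0, 2 mM MgCl2, 2.5 ug/ml poly(dI-dC); 15 min compound preincubation; discontinuous kinetic read over 2 h at RT.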
L3MBTL1 inh: inhibitors of human L3MBTL1; Potency, µM (top dose mostly 57.1 µM), without a hit: top-dose activity, negative = inhibition, hits mostly inhibitors; Q9Y468; 0.66% of 230,000 active; AlphaScreen L3MBTL1–H3K9me1 peptide binding; also: % is scaled to controls: 0 for no effect and ±100 for the full control effect; nearly all actives have a fitted effect of over 60% in size
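Displacement of a biotinylated histone H3(1-15) peptide monomethylated at Lys9 (75 nM) from L3MBTL1 (50 nM) was measured by AlphaScreen after a 30 min room-temperature compound incubation; cefsulodin titration served as intraplate control.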
Tau ThT inhib: blocks human tau fibril formation measured by thioflavin T. P10636. recombinant tau K18 P301L (four-repeat tau fragment), heparin-induced fibrillization, ThT fluorescence. Potency, µM (top dose mostly 57.4 µM), for the others: top-dose activity, negative = inhibition, most hits filed as inhibitors. 2.1% of 270,000 active. AID 1460; also: % is scaled to controls: 0 for no effect and ±100 for the full control effect; nearly all actives have a fitted effect of over 55% in size
Target sequence (P10636 561-689 P618L limits assumed): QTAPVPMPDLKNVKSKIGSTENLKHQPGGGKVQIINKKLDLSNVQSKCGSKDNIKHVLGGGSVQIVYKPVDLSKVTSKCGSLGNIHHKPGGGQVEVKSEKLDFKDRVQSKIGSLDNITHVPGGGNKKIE
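K18 P301L tau (15 uM + 0.24 uM Alexa 594-tagged), heparin 20 uM, NaOAc pH 7, 6 h 37 C; ThT 30 uM, 1 h RT, ex 450/em 510 nm.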
SMN2 splice enh: SMN2 splice variant enhancement. Potency, µM (doses to about 46.1 µM), inactives show at the top dose activity change, positive = activation, actives largely listed as activators. HEK293 SMN2-luciferase splicing reporter, luminescence, 30-36 h. 2.8% of 210,000 active; also: % of control where 0% means no effect; nearly all actives have a fitted effect of over 55% in size
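HEK293 cells carry an SMN2 minigene-luciferase reporter in which exon 7 inclusion puts luciferase in frame. Cells were seeded at 2000 cells/well, attached for 10-12 hours, then exposed to compounds for 30-36 hours at 37C before ONE-Glo luminescence.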
* hit, by the source's call; i = inactive; u = inconclusive; x = not tested or not shown; [ ] = dose if it differs, or a comment. Unless noted, calls follow the shape of the dose curve; as a rule, active = well fitted curve in the direction sought with a large enough effect; inconclusive = small, poorly fitted or top-dose-only effect, or another doubt; inactive = no such curve, though single readings can be large; an effect the other way counts as inactive or inconclusive. Potency is read from the fitted curve at half-maximal effect. This is a subset (hit frequency here may not be typical).

SMILES	KDM4E inh	Lamin A splicing	KinaseGlo FLuc	ALDH1A1 inh	RECQ1 inh	L3MBTL1 inh	Tau ThT inhib	SMN2 splice enh
CCC(CC)C(=O)Nc1ccc(Cl)c(Cl)c1	-6%	-1%	-2%	7%	i	x	-2%	-1%
O=C1CCCN1c1ccc(S(=O)(=O)NCc2ccco2)cc1	0%	-9%	3%	-3%	-9%	6%	-2%	-11%
O=C(Cn1c(C(F)(F)F)nc2ccccc21)N/N=C/c1ccco1	5%	x	1%	-5%	-15%	-9%	4%	12%
CCCCCCCCCCCCCCCCCCc1ccc(C(=O)/C=C/C(=O)O)cc1	x	x	x	4%	u	x	-4%	7%
N#CCCN(Cc1cccnc1)C(=S)Nc1ccc(OC(F)F)cc1	-8%	6%[46 µM]	6%	3%	-11%	-5%	2%	u
CC1CN(C(=O)/C=C/c2ccc([N+](=O)[O-])s2)CC(C)O1 (configuration not stated)	0%	u	0%	u	-6%	-6%	-15%	6%
O=C(O)CCn1[nH]c(=O)c2ccccc2c1=O	-13%	-9%	0%	11%	-6%	x	-4%	-9%
COc1cc(C)nc(N(Cc2ccccc2)S(=O)(=O)c2ccccc2)n1	1%	7%	3%	-1%	-6%	x	-15%	-14%
CCOC(=O)CCNC(=O)N1CCCC(CCC(=O)N(C)CCc2ccccn2)C1 (configuration not stated)	-13%	21%[46 µM]	0%	-2%	-5%	-2%	-10%	x
O=C1CC(N(O)c2ccccc2)C(=O)N1Cc1ccccc1 (configuration not stated)	-3%	-4%	1%	-4%	-3%	1%	-19%	1%
CC(=O)Nc1cccc(Cn2cccn2)c1	-4%	11%	-2%	12%	-4%	8%[11.4 µM]	-10%	8%
OC(CNCC1CCCO1)Cn1c2ccccc2c2ccccc21 (configuration not stated)	-2%	6%	-1%	-1%	-2%	2%	-3%	-13%
COc1ccc(OC)c(C(O)c2nc3ccccc3n2C(C)C)c1 (configuration not stated)	3%	0%	0%	7%	-2%	4%	-3%	15%
O=C(Nc1ccc2ccccc2c1)NC1CCS(=O)(=O)C1 (configuration not stated)	-14%	u	-2%	10%	11%	2%	3%	x
CCOc1cc2[nH]c(=O)n(CCCCC(=O)NCc3ccco3)c(=O)c2cc1OCC	9%	-2%	-1%	u	i	0%	-6%	-3%
CC1CCCCN1C(=O)CSc1nc2ccccc2n1CC(=O)N1CCc2ccccc21 (configuration not stated)	4%	5%	8%	1%	i	-3%	-4%	21%
Cc1ccc(CN2CCN(/N=C/c3ccc(C(F)(F)F)cc3)CC2)c(C)c1	-2%	2%	5%	14%	8%	0%	u	-21%
Cc1ccc(-c2noc(CCC(=O)NCCc3ccccc3Cl)n2)cc1	6%	-16%	-3%	-8%	i	15%	-22%	-54%[inhibitor]
COc1ccc(-c2noc(CCC(=O)Nc3cccc(C)c3)n2)cc1	1%	3%	7%	-4%	12%	x	-12%	x
Cc1cc2ncn(CS(C)(=O)=O)c2cc1C	10%	21%[46 µM]	-5%	4%	-11%	0%	-2%	x
Cc1nc(NC(=O)C(Cl)Cl)sc1C(=O)N(C)C	9%	4%	3%	-6%	i	u	-9%	12%
O=C(NNC(=S)Nc1cccc(C(F)(F)F)c1)c1ccccc1Cl	-13%	u	1%	8.9µM*	1%	8%	u	-50%[inhibitor]
COc1cc(NC(=O)CSc2nc(C)c(C)c(C)n2)c(C)cc1[N+](=O)[O-]	-8%	-18%	x	3%	-9%	8%	-5%	x
C/C(=N/NS(=O)(=O)c1ccc(Cl)cc1)c1cccc(NC(=O)c2ccc(Cl)cc2Cl)c1	-1%	u	-2%	u	-11%	-6%	-13%	8%
O=C(CCl)N(CCCNC(=O)C(F)(F)F)c1ccc([N+](=O)[O-])cc1	4%	x	x	x	i	9%	u	x
Cc1cccc(NC(=O)C(CC(C)C)NC(=O)C2CCC(C)CC2)n1 (configuration not stated)	u	x	-3%	0%	11%	x	-12%	-17%
CSc1nn2cc(CCN3CCOCC3)c(-c3ccc(F)cc3)nc2c1C#N	u	4%[9.22 µM]	0%	u	0%	18%	5%	-11%
COc1ccccc1NC(=O)CN1C(=O)C2(OCCCO2)c2ccccc21	0%	-18%	3%	22µM*	i	x	-3%	29%
O=C(Cn1nc(-c2nn(CC(=O)c3ccccc3)c3[n+]2CCCCC3)[n+]2c1CCCCC2)c1ccccc1	8%	x	x	x	-3%	0%	u	x
Cc1ccc(NC(=O)c2sc(=S)n(-c3cc(C)ccc3F)c2N)cc1	-13%	x	-1%	13µM*	-10%	x	-8%	-17%
CC1Cc2ccccc2N1C(=O)CCNS(=O)(=O)c1cccc2nsnc12 (configuration not stated)	-1%	15%	1%	-3%	0%	-1%	-1%	-4%
Cc1cc([N+](=O)[O-])nn1CC(=O)NCc1nc2ccccc2[nH]1	-4%	-12%[9.22 µM]	-5%	2%	-3%	15%	u	4%
O=C(NCCCN1CCOCC1)C(=O)NCc1ccco1	-18%	x	-2%	11%	13%	-6%	-1%	x
O=C(Cc1c(F)cccc1Cl)NCCCn1ccnc1	14%	15%	2%	-3%	-7%	2%	8%	26%
COc1ccc(NCC(O)COc2ccc(C(C)(C)C)cc2)cc1 (configuration not stated)	8%	u	-2%	-3%	i	-18%	u	-3%
CC1C/C(=N/Nc2ccc([N+](=O)[O-])cc2[N+](=O)[O-])CC(C)(C)C1 (configuration not stated)	-3%	-9%	-1%	u	2%	u	u	-36%[inhibitor]
O=C(CN1CCCCC1)Nc1cc(Cl)ccc1Cl	-3%	-3%	1%	0%	-10%	1%	-1%	-4%
COc1ccc(CC(=O)NCc2ccco2)cc1OC	-12%	4%	-4%	-14%	i	x	-16%	28%
C=CCn1cnc2scc(-c3ccc(C)cc3)c2c1=O	3%	1%	0%	7%	i	x	-13%	-29%
CCC(C)NC(=O)C(Cc1ccccc1)n1cccc1 (configuration not stated)	-6%	0%	3%	10%	-3%	-3%	-6%	14%

Grouped by structure: the entries above with a thiophene ring, fused or not
SMILES	KDM4E inh	Lamin A splicing	KinaseGlo FLuc	ALDH1A1 inh	RECQ1 inh	L3MBTL1 inh	Tau ThT inhib	SMN2 splice enh
CC1CN(C(=O)/C=C/c2ccc([N+](=O)[O-])s2)CC(C)O1 (configuration not stated)	0%	u	0%	u	-6%	-6%	-15%	6%
C=CCn1cnc2scc(-c3ccc(C)cc3)c2c1=O	3%	1%	0%	7%	i	x	-13%	-29%

Later entries:
SMILES	KDM4E inh	Lamin A splicing	KinaseGlo FLuc	ALDH1A1 inh	RECQ1 inh	L3MBTL1 inh	Tau ThT inhib	SMN2 splice enh
Cc1ccc2nsnc2c1NC(=O)COc1ccccc1	-16%	u	0%	0%	-13%	9%	-3%	-1%
CCCC(=O)Nc1ccc(NC(=S)NC(=O)c2ccccc2[N+](=O)[O-])cc1	9%	u	2%	-11%	-19%	5%	-12%	2%
O=C1c2ccc3c4c(ccc(c24)C(=O)N1c1ccc2ccccc2c1)CC3	-18%	u	-4%	u	-2%	-8%	-8%	48%
COc1ccc(NC(=O)c2ccc(Cc3ccc(C)cc3)o2)cc1	4%	u	1%	25µM*	i	0%	-2%	-17%
Cc1ccc(C2=NC3(CCCCC3)N=C2SCC(=O)Nc2ccc3c(c2)OCCO3)cc1	2%	u	-4%	u	0%	-1%	-17%	-44%[inhibitor]
Cc1cc(=O)oc2cc(OCC(=O)N/N=C/c3cc([N+](=O)[O-])ccc3O)ccc12	u	-11%	2%	u	0%	12%	3.5µM*	-10%
O=C1CCCC2=C1C(c1ccc(O)cc1)c1c(ccc3ccccc13)N2 (configuration not stated)	u	-1%[46 µM]	4%	u	-19%	10%	u	8%
CC/C(=N\NC(N)=O)c1ccc(OC(F)F)cc1	-7%	x	x	-11%	8%	u	0%	x
O=C(O)CSCC(=O)Nc1ccc(-c2nc3ccccc3s2)cc1	u	12%[46 µM]	x	u	5%	-5%	-10%	x
COc1cc([N+](=O)[O-])cc(/C=N/NC(=O)c2ccc(NC(=O)c3ccc(C)cc3)cc2)c1O	6%	x	-5%	1%	i	-2%	2µM*	-82%[inhibitor]
O=S(=O)(Cc1ccccc1)N1CCN(C2Cc3ccccc3C2)CC1	4%	-4%	-2%	-3%	-14%	x	-9%	17%
COc1cc(OC)nc(/N=C/N(C)C)n1	7%	x	-2%	5%	i	47%[activator]	15%	7%
COc1cccc(NC(=O)C2CCCN2C(=O)Nc2ccccc2F)c1 (configuration not stated)	-14%	u	2%	-18%	11%	-2%	-9%	-3%
CC1CC1c1ccc(/C=C(\C#N)C(=O)Nc2ccc(Cl)cc2)o1 (configuration not stated)	1%	u	-4%	u	3%	-2%	u	8.9µM*
Cc1ccc(-n2c(SCC(=O)N3CCCc4ccccc43)nnc2-c2cccnc2)c(C)c1	-4%	-1%	-3%	u	-4%	6%	-5%	9%
CC1(C)S[C@@H]2[C@H](NC(=O)[C@@H](NC(=O)N3CCNC3=O)c3ccccc3)C(=O)N2[C@H]1C(=O)O	4%[25.5 µM]	u	-1%[17.1 µM]	-11%[20.9 µM]	-3%[25.9 µM]	x	x	-4%[20.6 µM]
CC(=O)C1C(c2cn(-c3ccccc3)nc2-c2cccs2)NC(=O)NC1(O)C(F)(F)F (configuration not stated)	-2%	3%	-1%	22µM*	-2%	0%	-5%	5%
O=C(Nc1ccc(Cl)c(Cl)c1)OCc1cccnc1	4%	u	0%	u	i	-7%	18%	-14%
CC(=O)Nc1cccc(NC(=O)C(=O)c2cn(CC(=O)N3CCCCC3)c3ccccc23)c1	-7%	3%[9.22 µM]	-6%	u	-5%	x	-15%	17%
COc1cccc(C2CN(c3ccc(F)cc3F)N=C2c2cccs2)c1OC (configuration not stated)	u	u	0%	u	-7%	131%[activator]	-15%	-33%[inhibitor]
Cc1ccc(C(=O)NCC(=O)N2CCN(c3ncccn3)CC2)s1	-25%	5%	-2%	u	-1%	x	-10%	-11%
COc1ccc(NC2C[C@H]3CCCC(=O)N4CC[C@@H](C2)[C@@H]34)cc1 (some centres not stated)	x	x	1%[39.9 µM]	4%	0%[81.1 µM]	x	-7%[81.4 µM]	x
